TNAP activators: stimulation of alkaline phosphatase TNAP activity – biochemical, luminescent, no phosphate acceptor, uHTS, primary screen (AID 1001) | activation fold at 20 µM; hits with a dose series show EC50 in µM | purified TNAP, luminescent activation assay, no phosphate acceptor; higher activation fold means a stronger effect | actives 0.03% (n = 200,000); in the data active = activation fold from about 3, or a potency from the dose series; inactive = the rest, 99 in 100 with activation fold below about 1.6; also: many of its hits are not listed in these tables
Rac1 GTP hydrolysis: MgcRacGAP GTPase-activating activity inhibitors, confirmation, biochemical, ADP Hunter fluorescence | MgcRacGAP-stimulated Rac1 GTP hydrolysis, ADP Hunter fluorescence; higher % means a stronger effect; GST-tagged Rac1 F28L mutant substrate | one-dose inhibition, % at 30 µM; IC50 in µM for titrated hits | actives 0.6% (n = 340,000);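 active = first-screen hits whose inhibition reached a set limit at any dose in the follow-up dose series; inconclusive = inhibition above the set first-screen limit but never retested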;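 also: fluorescence reports GDP produced by GAP-driven GTP hydrolysis; strong numbers were not always called active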
RSV CPE inhibition: RSV antiviral activity via CPE protection, HEp-2 cells, primary 10 µM value included (AID 2391); actives 0.13% (n = 310,000); one-dose CPE inhibition, % at 10 µM; IC50 in µM for titrated hits; HEp-2 cells, RSV-induced CPE inhibition; higher % means a stronger effect; in the data active = a potency from the dose series; inconclusive = CPE inhibition mostly from about 23% at the one dose, without a potency; inactive = the rest, 99 in 100 with CPE inhibition below about 21%; also: strong numbers were not always called active
NTR1 ag: agonists of NTR1, primary screen, imaging, U2OS cells, beta-arrestin-GFP, high content (AID 493036); NTR1-U2OS beta-arrestin-GFP spot imaging, agonist mode; activation, % at 20 µM; actives 0.17% (n = 330,000);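 active = activation at or above 40% of the spot to cytoplasm intensity ratio, with at least 20 cells analyzed; inconclusive = wells under 20 cells, flagged as cytotoxic or low count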;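 also: 0% = DMSO without peptide and 100% = 100 nM NTR1 peptide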
Target sequence (P30989 whole entry, looked up): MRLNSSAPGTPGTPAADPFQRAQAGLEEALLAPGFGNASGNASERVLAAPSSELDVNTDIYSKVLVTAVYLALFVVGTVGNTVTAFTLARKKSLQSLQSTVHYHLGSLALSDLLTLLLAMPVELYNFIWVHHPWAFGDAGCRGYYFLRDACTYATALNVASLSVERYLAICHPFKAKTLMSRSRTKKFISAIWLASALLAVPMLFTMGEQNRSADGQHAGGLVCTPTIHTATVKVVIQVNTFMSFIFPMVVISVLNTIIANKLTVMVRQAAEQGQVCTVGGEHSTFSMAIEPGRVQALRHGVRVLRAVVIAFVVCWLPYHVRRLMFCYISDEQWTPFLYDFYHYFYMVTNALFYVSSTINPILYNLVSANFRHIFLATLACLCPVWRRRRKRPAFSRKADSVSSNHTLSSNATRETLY
K1F lysis inhibition: protection from phage-mediated lysis, alamar blue read-out – E. coli UTI89, K1F phage, bacterial capsule biogenesis inhibitors (AID 488966). E. coli UTI89 K1F phage lysis, alamar blue, 2 h; higher % means a stronger effect. inhibition, % at 100 µM, or IC50 in µM where a hit was titrated. actives 0.02% (n = 340,000);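 active = phage lysis inhibition, versus mean bacterial control, above a set limit; inconclusive = no clear call, values can overlap the other calls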;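 also: capsule biogenesis inhibitors block K1F phage lysis so surviving cells raise fluorescence; higher fluorescence means more inhibition of phage lysis; actives were called in the ten point dose series up to 300 µM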
Salmonella PhoP GFP: PhoP-dependent GFP reporter repression – Salmonella Typhimurium, primary screen (AID 1863); actives 0.16% (n = 300,000); one-dose inhibition, % at 50 µM; IC50 in µM for titrated hits; S. Typhimurium PhoP-regulated promoter GFP reporter, 4 h; higher % means a stronger effect;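 active = inhibition over 29.93%, a cutoff 3 SD above the screen mean, later confirmed by dose response; inconclusive = inhibition over 29.93% but no dose response follow-up; inactive = inhibition at most 29.93% or unconfirmed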;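 also: 0% = low Mg2+ inducing control and 100% = high Mg2+ repressing control; strong numbers were not always called active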
Myeloid diff 2: myeloid differentiation induction. actives 1% (n = 360,000). calls only at 10 µM. ER-HoxA9 myeloid progenitors, lysozyme-GFP differentiation, flow cytometry;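 active = normalized GFP-positive differentiation at or above the plate's own cutoff, the solvent-only control mean plus 3 SD; inconclusive = no clear call, values can overlap the other calls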;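 also: cells exposed to compound for four days before flow analysis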
T cell HTS: modulates CD8 T cell binding to vesicles; actives 0.068% (n = 330,000); calls only at 7 µM; 2C CD8+ T cell-vesicle binding, flow cytometry; active compounds read low;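 active = response, share of CD8 T cells binding vesicles, and their 90th percentile fluorescence all below set limits, cut at about 80% in these data, passing the limit was not always enough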
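incubation = binding step 1.5 h, 37 °C, antibody labelling 20 min, ice | test system = 2C mouse CD8+ T cells | read-out basis = percent CD8+ FL2 mean versus row control | controls = Peptide-free naked vesicles (low) and QL9 vesicles with 0.7% DMSO vehicle (high) | detection = flow cytometry of vesicle-bound cells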
SV40 large T antigen: TAg ATPase/helicase activity blockers – biochemical (AID 1903). SV40 large T antigen ATPase/helicase inhibition assay; higher % means a stronger effect. one-dose inhibition, % at 20 µM; IC50 in µM for titrated hits. actives 0.39% (n = 310,000); in the data active = a potency from the dose series; inconclusive = inhibition mostly from about 32% at the one dose, without a potency; inactive = the rest, 99 in 100 with inhibition below about 32%; also: strong numbers were not always called active
T cell HTS vesicle-bound %: recorded beside T cell HTS, whose call it bears; double positive events, %; measured here: CD8+ vesicle-bound cell fraction;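 binding gate set so that unloaded-vesicle control wells show 10% double positive cells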
NTR1 ag cell count 20 µM: also measured in NTR1 ag; calls as there; cell count; measured here: cell count, cytotoxicity flag
Myeloid diff 2 GFP+ MAC1+ %: second read-out of Myeloid diff 2, no call of its own (marks repeat the call); GFP+ MAC1+ double positive, %; measured here: differentiation confirmed by MAC1 staining
An asterisk follows results filed as active; i = inactive; ? = inconclusive; . = no result given; + = active, no number; [ ] = remark or other dose.

The opening 2 compounds, to show the layout:
Fields: NTR1 ag cell count 20 µM	SV40 large T antigen	Rac1 GTP hydrolysis	Myeloid diff 2 GFP+ MAC1+ %	Myeloid diff 2	NTR1 ag	K1F lysis inhibition	T cell HTS	RSV CPE inhibition	TNAP activators	Salmonella PhoP GFP	T cell HTS vesicle-bound %
[1] Cc1ccc(C(C)C)c(OCC(=O)Nc2ccc3c(c2)nc(CN2CCCC2)n3C)c1
  62	25%	1%	0.8	i	2.0	-0.2%	i	0.7%	1.1	4%	58
[2] CS(=O)(=O)/C(C#N)=C/c1c(-c2ccccc2)nc2n1CCS2
  49	17%	.	0.3	i	1.0	.	i	2.8%	.	-9%	14

The list itself, repeating the preview:
Fields: NTR1 ag cell count 20 µM	SV40 large T antigen	Rac1 GTP hydrolysis	Myeloid diff 2 GFP+ MAC1+ %	Myeloid diff 2	NTR1 ag	K1F lysis inhibition	T cell HTS	RSV CPE inhibition	TNAP activators	Salmonella PhoP GFP	T cell HTS vesicle-bound %
[1] Cc1ccc(C(C)C)c(OCC(=O)Nc2ccc3c(c2)nc(CN2CCCC2)n3C)c1
  62	25%	1%	0.8	i	2.0	-0.2%	i	0.7%	1.1	4%	58
[2] CS(=O)(=O)/C(C#N)=C/c1c(-c2ccccc2)nc2n1CCS2
  49	17%	.	0.3	i	1.0	.	i	2.8%	.	-9%	14
[3] CC(=O)c1cnc(-c2ccccc2)s1
  105	-1%	.	0.0	i	-1.6	.	.	.	1	-7%	.
[4] COc1ccc2nc(NC(=O)c3cccc(N4C(=O)CCC4=O)c3)sc2c1
  57	.	8%	1.0	i	-3.2	0.3%[50 µM]	i	-0.6%	.	.	39
[5] COC(=O)c1[nH]c2ccc(C)cc2c1NC(=O)C(C)N1CCN(C2CCCCC2)CC1 (stereo not given)
  47	10%	3%	0.4	i	0.7	-0.5%	i	-0.4%	1.1	-3%	60
[6] CCC1=NC(c2ccc(OC)cc2)N(O)C1(C)C (stereo not given)
  48	8%	11%	0.4	i	0.3	0.5%	i	2.5%	1.2	8%	49
[7] Cc1csc2nc(O)c(C(=O)NCCC3=CCCCC3)c(=O)n12
  94	8%	2%	0.9	i	0.8	-1.4%[50 µM]	i	20%	.	-3%	43
[8] COc1nc(OC)nc(Oc2ccc(Cl)cc2[N+](=O)[O-])n1
  72	-8%	6%	0.1	i	0.5	-2.8%	i	4.4%	1.1	22%	28
[9] COc1ccc(CNS(=O)(=O)NCc2ccc(C)cc2)cc1
  36	23%	4%	0.1	i	9.7	0.1%	i	1.1%	1.1	-4%	64
[10] COc1cc(C(=O)NCCC(=O)NCCCN2CCCCC2C)cc(OC)c1OC (stereo not given)
  68	8%	2%	0.7	i	2.2	7.2%	i	-0.5%	1.1	5%	34
[11] Cc1cc(CNC(=O)Cc2ccccc2)c2ccccc2n1
  48	17%	3%	1.1	i	3.9	-0.1%	i	-1.1%	1	4%	8
[12] C=CCn1c(SCC(=O)NC2CCCc3ccccc32)nnc1-c1ccncc1 (stereo not given)
  40	18%	3%	0.5	i	0.7	4.5%	i	0.0%	1.1	-9%	48
[13] O=C(c1ccc2c(c1)OCO2)N1CCN(c2ccccn2)CC1
  44	4%	11%	0.3	i	-0.7	6.1%	i	1.1%	1	-3%	36
[14] O=C(COc1ccccc1F)NNC(=O)c1ccc(N2CCCCC2)c([N+](=O)[O-])c1
  82	27%	9%	0.5	i	3.6	2.4%[50 µM]	i	4.2%	2.1	8%	42
[15] O=C(CN(Cc1cccs1)C(=O)CSc1nnc(COc2ccccc2)o1)NC1CCCCC1
  50	4%	7%	0.7	i	2.9	0.5%	i	1.1%	1.1	1%	14
[16] COc1cccc(OC)c1OCC(O)CN1CCN(c2ccc(F)cc2)CC1 (stereo not given)
  83	26%	8%	0.6	i	-1.6	0.1%	i	0.1%	.	4%	49
[17] CCN(CC)C(=S)SCC(=O)c1ccc(F)cc1
  57	8%	7%	0.0	i	1.0	1.9%	i	-0.6%	0.5	8%	45
[18] C[C@@H]([C@H](O)c1ccccc1)N(C)C(=S)Nc1ccccc1
  83	2%	8%	1.7	i	-0.8	2.4%[50 µM]	i	0.3%	.	4%	46
[19] CCOC(=O)c1c(S(=O)(=O)NCC(=O)Nc2cc(C)ccc2OC)c(C)n(C)c1C
  55	6%	11%	0.5	i	-0.1	0.4%	i	0.5%	.	-4%	29
[20] COc1ccc(-c2ncc(CN3CCC(CO)(Cc4cccc(OC)c4)CC3)cn2)cc1
  42	7%	14%	0.2	i	1.7	0.2%	i	7.9%	1.1	-4%	32
[21] O=C(NCCCN1CCN(Cc2ccccc2)CC1)c1nnc(Cc2c(F)cccc2Cl)o1
  74	12%	6%	0.5	i	1.5	0.2%	i	-1.6%	1.1	6%	29
[22] CCC(=O)Nc1nc(=S)ss1
  60	8%	15%	1.2	i	-1.1	0.8%	i	4.2%	1.2	-2%	51
[23] CC(OC(=O)CN(C)S(=O)(=O)c1ccc(Cl)cc1)C(=O)Nc1ncc(Cl)cc1Cl (stereo not given)
  53	3%	9%	1.6	i	0.7	1.4%	i	0.6%	1	-10%	46
[24] CCC(C)Cn1c(S(=O)(=O)O)nc2ccccc21 (stereo not given)
  34	0%	11%	1.1	i	0.1	0.6%	i	1.7%	1.1	-10%	20
[25] COC(=O)C1=CNC=C(C(=O)OC)C1c1ccc(Cl)cc1
  60	3%	7%	1.8*	+	-0.5	-0.3%	i	0.8%	1.2	-6%	20
[26] COc1ccc(C(C)(C)C)cc1NC(=O)C1CC(=O)N(C2CCCC2)C1 (stereo not given)
  53	.	0%	1.2	i	0.1	-1.4%	i	.	.	.	38
[27] CCc1cccc(CC)c1NC(=O)COC(=O)CC1c2ccccc2CCN1S(=O)(=O)c1ccccc1 (stereo not given)
  49	3%	7%	0.6	i	-0.4	3.1%	i	18%	1.8	4%	57
[28] Cc1cc2ncc(C(N)=O)cn2n1
  85	4%	6%	.	.	0.4	-0.7%	i	0.1%	1.1	-4%	46
[29] Cc1cc(SCC(=O)OCC(=O)c2c(N)n(C)c(=O)n(C)c2=O)c(C)cc1Br
  64	9%	-2%	0.6	i	6.3	0.3%	i	2.7%	1	-3%	41
[30] Cc1cc(NC(=O)CN2C(=O)NC(C)(CCc3ccccc3)C2=O)no1 (stereo not given)
  41	7%	1%	0.4	i	-0.5	-0.1%	i	4.9%	1	-2%	50
[31] CCC(C(=O)Nc1ccccc1Cl)n1nc(C)c2c(C)n(-c3ccccc3)nc2c1=O (stereo not given)
  55	4%	14%	2.5	i	0.1	0.5%	i	.	.	6%	29
[32] O=C(COc1ccc2c3c(c(=O)oc2c1)CCC3)Nc1ccc(CN2CCOCC2)cc1
  72	8%	-16%	2.2	i	0.7	-0.1%	i	6.1%	.	-8%	26
[33] CCC(C(=O)NC1CCCCCC1)n1nc(C)n2c(cc3occc32)c1=O (stereo not given)
  60	-8%	4%	3.1	i	-0.1	13%	i	5.3%	.	2%	10
[34] CC(=O)NC(CCCCNC(=S)NC1CCCCC1)C(=O)O (stereo not given)
  89	8%	-7%	0.2	i	-1.4	1.4%	i	-1.1%	1.1	2%	42
[35] O=C(O)c1ccc(/C=N/NC(=O)c2cc(-c3ccc4c5c(cccc35)CC4)n[nH]2)cc1
  60	8%	3%	0.1	i	0.8	-0.1%	i	0.4%	1.1	-5%	43
[36] COc1cccc(NC(=O)N2CCCC(C(=O)NC3CCCCC3C)C2)c1 (stereo not given)
  58	15%	2%	.	.	0.8	-0.8%	i	2.3%	.	2%	47
[37] CC(C)(C)C(O)(CC#CCN1CCCC1)c1ccccc1 (stereo not given)
  27	26%	7%	0.1	i	-0.6	-0.1%	i	-0.6%	0.9	0%	22
[38] COc1ccc(Cl)cc1N1CC(c2nc3ccccc3[nH]2)CC1=O (stereo not given)
  52	16%	0%	3.1	i	0.0	-0.5%	i	0.7%	1	-7%	42
[39] CN(CC(=O)Nc1ccc(F)c(F)c1F)C(=O)C1=COCCO1
  69	-3%	3%	0.0	i	-0.8	0.4%[50 µM]	i	2.5%	.	-2%	56
[40] Cc1ccccc1SCC(=O)OCC(=O)NCCNC(=O)COC(=O)CSc1ccccc1C
  71	11%	2%	0.3	i	-0.2	-0.8%[50 µM]	i	-1.8%	.	-16%	13
[41] CCOC(=O)c1ccc(N2CCN(c3ccccc3F)CC2)c(NC(=O)Nc2cccc(OC)c2)c1
  43	9%	4%	.	?	-0.2	1.7%[50 µM]	i	16%	.	7%	5
[42] COc1ccc(NC(=O)NNC(=O)c2cc3ccccc3cc2O)cc1
  64	15%	12%	0.5	i	0.8	1.6%[50 µM]	i	2.2%	.	5%	17
[43] O=C(O)C(C(=O)Oc1ccccc1)C(C(=O)O)C(=O)Oc1ccccc1 (stereo not given)
  57	.	13%	0.7	i	-0.3	1.4%[50 µM]	i	1.0%	.	.	37
[44] CC(C)OCCCNC(=O)c1ccncc1
  84	1%	4%	6.5	i	-0.8	0.3%	i	0.2%	1	-5%	22

Screening data as filed in PubChem.
